Assay outcomes: PubChem, National Center for Advancing Translational Sciences (NCATS)
Abeta yeast res – A-beta toxicity reversal in yeast; 410,000 compounds, 0.063% hits; Potency, µM (series often up to 46.1 µM), for inactives: at the highest dose growth rescue, hits mostly activators; yeast expressing A-beta42, growth rescue, OD600, 48 h; response scale: 0% DMSO, 100% iron-clioquinol control; AID 1347071; also: potency is read from the fitted curve at half-maximal effect; nearly all actives have a fitted effect of over 55% in size
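Yeast A-beta toxicity model in growth medium with pinned compounds, 48 h at 30 C; growth read as absorbance at 600 nm. Normalized to FeCl3/clioquinol equimolar mix (positive) and DMSO (negative).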
PLK1 PBD block – blocks phosphopeptide binding to human PLK1 polo-box domain | 360,000 compounds, 2.8% hits | Plk1 PBD binding of FITC phosphopeptide, fluorescence polarization | P53350 | AID 720504 | Potency, µM, for the others: max response, negative = inhibition, hits mostly inhibitors; also: potency is read from the fitted curve at half-maximal effect; series mostly up to about 57 µM; % is scaled to controls: 0 for no effect and ±100 for the full control effect; nearly all actives have a fitted effect of over 65% in size
Target sequence (P53350 whole entry, looked up, the tested form may be a part): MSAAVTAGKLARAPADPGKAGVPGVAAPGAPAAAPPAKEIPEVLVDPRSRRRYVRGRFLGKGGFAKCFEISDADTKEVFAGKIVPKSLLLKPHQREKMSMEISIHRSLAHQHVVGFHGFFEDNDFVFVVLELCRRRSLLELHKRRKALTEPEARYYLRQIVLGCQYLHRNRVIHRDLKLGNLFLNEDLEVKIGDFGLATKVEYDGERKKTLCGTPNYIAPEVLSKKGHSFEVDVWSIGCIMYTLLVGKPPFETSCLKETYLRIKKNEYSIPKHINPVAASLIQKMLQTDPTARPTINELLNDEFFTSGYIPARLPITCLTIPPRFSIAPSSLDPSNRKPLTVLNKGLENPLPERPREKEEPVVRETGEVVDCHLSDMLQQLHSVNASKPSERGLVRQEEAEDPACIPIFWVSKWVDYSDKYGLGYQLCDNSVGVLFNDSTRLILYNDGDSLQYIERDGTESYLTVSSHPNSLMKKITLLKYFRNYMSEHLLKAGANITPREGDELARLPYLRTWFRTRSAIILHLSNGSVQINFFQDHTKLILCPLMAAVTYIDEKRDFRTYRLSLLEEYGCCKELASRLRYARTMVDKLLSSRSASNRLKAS
FUS suppressor – suppressors of FUS proteinopathy in yeast. S. cerevisiae FUS-expressing, growth rescue, OD600, 24 h. Potency, µM (highest dose often 76.6 µM), without a hit: top-dose growth rescue (activation), most hits filed as activators. 390,000 compounds, 0.24% hits. AID 1347120;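 also: potency is read from the fitted curve at half-maximal effect; plate controls were DMSO vehicle for no effect and reference control for full effect; nearly all actives have a fitted effect of over 55% in size; some results filed as inactive show a strong effect at the top dose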
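Restored growth of FUS-toxic S. cerevisiae, read as 600 nm absorbance after 24 h at 30C in galactose medium (starting OD 0.005). Controls CP55940 and DMSO.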
WRN inhibitor – inhibitors of human WRN helicase; Q14191; WRN helicase unwinding, fluorescent forked duplex, kinetic; Potency, µM (titrated, usually from 114 µM), for the others: at the highest dose activity change, negative = inhibition, hits mostly inhibitors; 360,000 compounds, 0.46% hits; AID 651768; also: potency is read from the fitted curve at half-maximal effect; % is scaled to controls: 0 for no effect and ±100 for the full control effect; nearly all actives have a fitted effect of over 55% in size
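Enzyme (20 nM final) and test compound sit together 15 min at room temperature before substrate addition. Substrate is a single-forked duplex oligonucleotide (100 nM) labelled with fluorophore and quencher, with 2 mM ATP; helicase unwinding raises red fluorescence, read kinetically.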
aSyn yeast inh – rescues yeast growth from alpha-synuclein toxicity. 370,000 compounds, 0.14% hits. Potency, µM (top dose mostly 46.1 µM), inactives show top-dose growth rescue (activation), actives largely listed as activators. Yeast expressing alpha-synuclein, growth rescue, BacTiter-Glo, 24 h; also: potency is read from the fitted curve at half-maximal effect; % of control where 0% means no effect; nearly all actives have a fitted effect of over 65% in size
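Readout is rescue of growth in alpha-synuclein-expressing yeast, so inhibitors of toxicity appear as activators. Growth after 24 hr at 30 deg C in galactose medium is quantified by luminescence.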
PI5P4K alpha inh – PI5P4K alpha (human) kinase inhibition; 330,000 compounds, 1.2% hits; max response, %; PI5P4Kalpha enzyme, ADP-Glo luminescence, 60 min; hits give low values; active = max response of -50% or lower; inconclusive = between -30% and -50%; inactive = -30% or higher; also: value at the top dose of about 77 µM; % is scaled to controls: 0 for no effect and ±100 for the full control effect
Target sequence (P48426 whole entry, looked up): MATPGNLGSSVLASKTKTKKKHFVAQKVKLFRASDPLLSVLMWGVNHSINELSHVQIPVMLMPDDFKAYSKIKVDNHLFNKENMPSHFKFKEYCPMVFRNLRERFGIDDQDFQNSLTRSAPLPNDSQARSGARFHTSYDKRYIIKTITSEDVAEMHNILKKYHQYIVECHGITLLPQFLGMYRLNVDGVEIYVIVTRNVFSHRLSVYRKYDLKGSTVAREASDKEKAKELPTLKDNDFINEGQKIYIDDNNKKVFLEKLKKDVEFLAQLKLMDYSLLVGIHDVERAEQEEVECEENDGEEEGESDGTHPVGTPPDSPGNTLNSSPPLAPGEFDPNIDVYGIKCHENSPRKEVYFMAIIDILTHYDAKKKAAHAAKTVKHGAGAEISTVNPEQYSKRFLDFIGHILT
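Controls without substrate or without enzyme flank wells where PI5P4Kalpha converts substrate using 5 microM ATP (final). Incubation lasts 60 minutes at room temperature; ADP formed is read by ADP-Glo luminescence.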
EPAC1 antagonist – blocks human EPAC1 exchange factor; O95398; EPAC1 GEF assay, Rap1b-BODIPY-GDP exchange fluorescence; Potency, µM (doses to about 115 µM), without a hit: at the highest dose activity change, negative = inhibition, usual class: inhibitors; 360,000 compounds, 0.14% hits; AID 720709;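 also: potency is read from the fitted curve at half-maximal effect; plate controls were vehicle for no effect and positive control for full effect; nearly all actives have a fitted effect of over 50% in size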
IL-2 act – activators of IL-2. IL-2 activation reporter assay, cell-based qHTS; stimulated with anti-CD3/CD4/CD28 beads; in transgenic mouse T cells. activation, % (series mostly up to about 46 µM). 360,000 compounds, 0.065% hits. AID 652025; in the data active = activation above about 50%; inconclusive = mostly about 30% to 49%; also: 0% is about no effect
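Screening format: compound pinned onto unstimulated transgenic mouse T cells, 60 min incubation, then anti-CD3/anti-CD4/anti-CD28 bead stimulation for 18 hours at 37 degrees C, followed by EGFP and DsRed detection.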
EPAC1 agonist – EPAC1 (human) agonism; 360,000 compounds, 0.073% hits; AID 720707; EPAC1 agonist qHTS, biochemical assay; response scale: 100% = response to 6.5 mM cAMP; Potency, µM (series often up to 154 µM), for inactives: at the highest dose activation, usual class: activators; O95398; also: potency is read from the fitted curve at half-maximal effect; nearly all actives have a fitted effect of over 60% in size
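Normalized to 6.5 mM cAMP, activity reflects EPAC1-catalysed release of BODIPY-GDP from Rap1B, followed kinetically over 30 min at 480 nm excitation, 540 nm emission. Reaction contained 100 nM EPAC1, 250 nM Rap1B-BODIPY-GDP, 50 uM GDP.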
An asterisk follows results filed as active; u = inconclusive; x = not tested or not shown; [ ] = remark or other dose. Unless noted, calls follow the shape of the dose curve; as a rule, active = well fitted curve in the direction sought with a large enough effect; inconclusive = small, poorly fitted or top-dose-only effect, or another doubt; inactive = no such curve, though single readings can be large; an effect the other way counts as inactive or inconclusive.

1	COc1ccc(C2=NN(c3nc(C)cc(C)n3)C(=O)C2)cc1
2	O=C(c1cnc2n(c1=O)CCS2)N1CCN(c2ccc([N+](=O)[O-])cc2)CC1
3	CCOC(=O)CN(C(=O)CSc1nnnn1C)c1ccccc1
4	Cc1ccccc1OCCC(=O)N1CCN(S(=O)(=O)c2ccc(Br)cc2)CC1
5	CC(C)CNC(=O)c1cc(-c2ccco2)on1
6	NC(=O)NCc1ccccc1Cl
7	Cc1ccc(CCNS(=O)(=O)c2ccc(C)cc2)cc1
8	CCCCNC(=O)C1(C)CCN1C(=O)c1ccc2c(c1)C(C)(C)CCC2(C)C (configuration not stated)

assay / compound,1,2,3,4,5,6,7,8
Abeta yeast res,-2%,0%,-10%,-7%,21%,-4%,0%,9%
PLK1 PBD block,-8%,0%,5%,5%,2%,-3%,-2%,-10%
FUS suppressor,33%,-18%,-5%,-4%,10%,-7%,14%,32%
WRN inhibitor,-4%,0%,3%,1%,6%,3%,-21%,-3%
aSyn yeast inh,8%,3%,11%,0%,4%,2%,x,1%
PI5P4K alpha inh,2,9,4,38,x,-1,4,8
EPAC1 antagonist,-5%,-13%,-9%,-23%,11%,-8%,-10%,-3%
IL-2 act,4.7,1.0,0.5,-1.5,-3.0,-3.3,-0.2,-0.6
EPAC1 agonist,-1%,-6%,-1%,12%,4%,12%,-8%,1%

Down the list, as entered above:
Nos. 1–8 in FUS suppressor: 33%, -18%, -5%, -4%, 10%, -7%, 14%, 32%

Continuation.
9	O=C(Cn1cc([N+](=O)[O-])cn1)Nc1cccnc1
10	O=S(=O)(Nc1cccc(Oc2cnccn2)c1)c1ccc(F)cc1
11	Clc1cc(-c2ccccc2)nc(-c2ccccc2)n1
12	OC(COc1c(F)cc(Br)cc1F)CN1CCc2ccccc2C1 (configuration not stated)
13	NC(=O)c1cc(C(=O)Cc2ccc(Cl)cc2)c[nH]1
14	CCN1C(=O)c2cccc3c(Cl)ccc1c23
15	O=C(O)c1cc(-c2ccc(/C=N/Nc3ccc([N+](=O)[O-])cn3)o2)ccc1Cl
16	O=C(COc1ccc(S(=O)(=O)NCc2ccccc2)cc1Cl)NCC1CCCO1 (configuration not stated)

assay / compound,9,10,11,12,13,14,15,16
Abeta yeast res,4%,1%,-1%,-8%,-3%,-19%,u,-4%
PLK1 PBD block,-9%,-15%,5%,3%,7%,-9%,u,-13%
FUS suppressor,13%,13%,9%,-17%,6%,-24%,31%,3%
WRN inhibitor,2%,-6%,1%,-1%,7%,-5%,u,-3%
aSyn yeast inh,0%,-4%,5%,10%,-5%,17%,-6%,0%
PI5P4K alpha inh,0,2,-3,-3,-2,2,-61*,x
EPAC1 antagonist,1%,21%,-1%,2%,7%,5%,u,-2%
IL-2 act,1.0,2.9,-3.4,-0.2,-3.0,0.1,0.6,-2.1
EPAC1 agonist,1%,-3%,-8%,-1%,-1%,0%,-1%,8%

17	CCCCCCCC1c2c(c(C)c(C)oc2=O)Oc2c(C)c(C)oc(=O)c21
18	CC(C)c1ccc(C(C(=O)NC2CCCCC2)N(C(=O)c2ccccn2)c2cccnc2)cc1 (configuration not stated)
19	CN(Cc1ccccc1)C(=O)c1ncn(C)c1C(=O)N(C)Cc1ccccc1
20	Cc1cccc(N2CCN(C(=O)c3ccc(CS(=O)(=O)c4ccccc4C)o3)CC2C)c1 (configuration not stated)
21	N#Cc1c(-c2ccccc2)cc2nc3ccccc3n2c1N
22	CN(Cc1ccccc1F)C(=O)c1ccc(NC(=O)CC2SC(N3CCCCC3)=NC2=O)cc1 (configuration not stated)
23	O=C(CN1C(=O)C2CC=CCC2C1=O)OCCN1C(=O)c2ccccc2C1=O (configuration not stated)
24	Cc1ncc([N+](=O)[O-])n1CCOC(=O)C12CC3CC(CC(C3)C1)C2

assay / compound,17,18,19,20,21,22,23,24
Abeta yeast res,-12%,4%,-11%,0%,-40%[inhibitor],-18%,-1%,-7%
PLK1 PBD block,-10%,-4%,-22%,-11%,-13%,1%,0%,2%
FUS suppressor,18%,10%,-22%,-7%,-1%,x,6%,2%
WRN inhibitor,3%,0%,9%,3%,-6%,-5%,-7%,-7%
aSyn yeast inh,-2%,-1%,1%,x,-14%,12%,2%,6%
PI5P4K alpha inh,-3,0,-10,-1,-3,-15,5,7
EPAC1 antagonist,-22%,-9%,22%,-3%,-10%,12%,-2%,-13%
IL-2 act,-0.9,0.4,1.3,0.7,0.0,1.0,0.3,0.0
EPAC1 agonist,-1%,-4%,-11%,-8%,8%,-3%,2%,-5%

25	CCN(CC)CCN1CCN(c2cnc(C)cn2)CC1
26	Cc1cc(C)n2c(NCc3ccccc3)c(CC(C)C)nc2n1
27	CCS(=O)(=O)N1CCCC(C(=O)c2ccc(OC)cc2C)C1 (configuration not stated)
28	CS(=O)(=O)N(CC(=O)N1CCOCC1)c1cccc(Cl)c1
29	CCN(C)c1ccc(/C=N\n2nnnc2N)cc1
30	O=C(COC(=O)c1ccc2c(c1)OCO2)Nc1nc(-c2ccccc2)cs1
31	COc1ccc(C(=O)NC(=S)Nc2cccc(NC(=O)c3ccco3)c2)cc1[N+](=O)[O-]
32	COCCN=c1scc(-c2cc(OC)c(OC)c(OC)c2)n1/N=C/c1c(C)[nH]c2ccccc12

assay / compound,25,26,27,28,29,30,31,32
Abeta yeast res,3%,1%,-12%,6%,13%,1%,-10%,-16%
PLK1 PBD block,1%,5%,-1%,-3%,2%,-19%,-9%,28%
FUS suppressor,-14%,-2%,-29%,-24%,0%,0%,20%,13µM*
WRN inhibitor,1%,-3%,-3%,22%,-17%,1%,11%,-11%
aSyn yeast inh,-8%,2%,9%,-4%,3%,-5%,-2%,-18%
PI5P4K alpha inh,-3,0,0,4,-5,1,-8,1
EPAC1 antagonist,1%,13%,3%,-1%,15%,-25%,13%,-24%
IL-2 act,-0.1,-0.4,0.8,-2.1,-3.3,0.1,-0.6,-4.0
EPAC1 agonist,-2%,-4%,9%,5%,-1%,2%,-4%,15%

33	COc1ccc(/C=C/C(=O)NCC(=O)N/N=C(/CCC(=O)O)c2ccccc2)cc1
34	Cc1ccc(OCC(=O)NNC(=O)C2CCC2)cc1C
35	CCc1cc2c(=O)n(-c3ccc(C)cc3)cnc2s1
36	CC(C)CC(=O)N1CCN(c2ccc([N+](=O)[O-])c(NCc3ccccc3)c2)CC1
37	CC1(C(=O)Nc2ccc3nc[nH]c3c2)CCN1C(=O)Cc1ccc(-c2ccccc2)cc1 (configuration not stated)
38	Cc1cccc(-n2c(SCC(=O)N3CCCC3)nc3n[nH]c(C)c3c2=N)c1
39	O=C(COC(=O)c1ccccc1Br)Nc1ccc(F)cc1
40	COc1ccc(Nc2c3c(nc4ccc(C)cc24)CCC3)cc1

assay / compound,33,34,35,36,37,38,39,40
Abeta yeast res,0%,-6%,-15%,-7%,-10%,-35%[inhibitor],24%,-8%
PLK1 PBD block,-12%,-13%,-7%,21µM*,-3%,-8%,0%,1%
FUS suppressor,-1%,-18%,10%,u,10%,u,-20%,10%
WRN inhibitor,-9%,-12%,-4%,-4%,-3%,-10%,-4%,5%
aSyn yeast inh,15%,-3%[1.84 µM],-3%,12%,-1%,-1%,0%,-2%
PI5P4K alpha inh,-29,5,5,-3,8,x,8,-3
EPAC1 antagonist,-29%,-9%,3%,0%,-4%,-11%,-11%,-1%
IL-2 act,-3.1,-0.1,1.0,-2.8,-0.6,-1.1,-0.1,-2.0
EPAC1 agonist,12%,-4%,14%,10%,4%,2%,-4%,-8%

41	COC(=O)Nc1ccc(=O)n(Cc2c(Cl)cccc2Cl)c1
42	COc1cccc(NC(=S)N2CCN(S(C)(=O)=O)CC2)c1
43	O=C(NCCCCNC(=O)C1CCCC1)C1CCCC1
44	CCCCN1C(=O)C(CC(=O)NCc2ccco2)CC(C(=O)N2CCOCC2)=C1C (configuration not stated)

assay / compound,41,42,43,44
Abeta yeast res,-1%,3%,-19%,3%
PLK1 PBD block,-10%,-7%,-1%,2%
FUS suppressor,6%,-6%,27%,3%
WRN inhibitor,-1%,8%,4%,8%
aSyn yeast inh,-11%,-2%,-4%,u
PI5P4K alpha inh,-7,-2,x,0
EPAC1 antagonist,5%,-26%,9%,5%
IL-2 act,0.1,-2.9,-2.5,-0.4
EPAC1 agonist,4%,-10%,0%,-1%

In the list so far, these have a Cl atom:
6	NC(=O)NCc1ccccc1Cl
11	Clc1cc(-c2ccccc2)nc(-c2ccccc2)n1
13	NC(=O)c1cc(C(=O)Cc2ccc(Cl)cc2)c[nH]1
14	CCN1C(=O)c2cccc3c(Cl)ccc1c23
15	O=C(O)c1cc(-c2ccc(/C=N/Nc3ccc([N+](=O)[O-])cn3)o2)ccc1Cl
16	O=C(COc1ccc(S(=O)(=O)NCc2ccccc2)cc1Cl)NCC1CCCO1 (configuration not stated)
28	CS(=O)(=O)N(CC(=O)N1CCOCC1)c1cccc(Cl)c1
41	COC(=O)Nc1ccc(=O)n(Cc2c(Cl)cccc2Cl)c1

assay / compound,6,11,13,14,15,16,28,41
Abeta yeast res,-4%,-1%,-3%,-19%,u,-4%,6%,-1%
PLK1 PBD block,-3%,5%,7%,-9%,u,-13%,-3%,-10%
FUS suppressor,-7%,9%,6%,-24%,31%,3%,-24%,6%
WRN inhibitor,3%,1%,7%,-5%,u,-3%,22%,-1%
aSyn yeast inh,2%,5%,-5%,17%,-6%,0%,-4%,-11%
PI5P4K alpha inh,-1,-3,-2,2,-61*,x,4,-7
EPAC1 antagonist,-8%,-1%,7%,5%,u,-2%,-1%,5%
IL-2 act,-3.3,-3.4,-3.0,0.1,0.6,-2.1,-2.1,0.1
EPAC1 agonist,12%,-8%,-1%,0%,-1%,8%,5%,4%
